Pf growth 48h: inhibits P. falciparum growth in the first generation, 48 h; P. falciparum luciferase growth in erythrocytes, 48 h; Potency, µM (doses to about 28.7 µM), inactives show at the top dose activity change, negative = inhibition, actives largely listed as inhibitors; hit rate 5.9% among 310,000; AID 504832; also: potency is read from the fitted curve at half-maximal effect; % is scaled to controls: 0 for no effect and ±100 for the full control effect
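Compounds are pin-transferred into medium, infected erythrocytes (2% hematocrit, 0.1% parasitemia final) are added, and plates sit one parasite generation at 37 C in 5% CO2. Detection reagent is then added and luminescence measured.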
Shiga inhibitor: inhibitors of Shiga toxin in Vero cells; inhibition, % at 38.7 µM; hit rate 9.2% among 290,000; AID 2315; Vero cells, Shiga toxin protein synthesis inhibition reporter; in the data active = inhibition mostly above about 28%, no sharp cut-off; inactive = mostly below about 43%; also: 0% is about no effect
HCV inhibitor: blocks hepatitis C virus; hit rate 3.4% among 340,000; Huh7.5.1 HCVcc-Cre infection, luciferase reporter, 44 h; AID 651820; Potency, µM (top dose mostly 41.8 µM), for the others: at the top dose activity change, negative = inhibition, hits mostly inhibitors; also: potency is read from the fitted curve at half-maximal effect; % is scaled to controls: 0 for no effect and ±100 for the full control effect
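A cell-based infection assay in which seeded cells (1,000 per well) receive test compound after 4 h, are inoculated with HCVcc-Cre at approximately 0.5 moi, and are incubated 44 h before luminescence detection.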
CHX counter: counter-screen for Shiga toxin inhibitors: cycloheximide protein synthesis inhibition; cell reporter, cycloheximide protein synthesis inhibition counterscreen; max response, %; hit rate 12% among 300,000; AID 2314; in the data active = max response mostly above about 13%, no sharp cut-off; inactive = mostly below about 14%; also: read at 38.3 µM for the half of the compounds with a filed dose; 0% is about no effect
Pf growth 96h: P. falciparum growth inhibition at 96 hours; hit rate 6.9% among 320,000; AID 504834; Potency, µM (series often up to 28.7 µM), for inactives: at the top dose activity change, negative = inhibition, hits mostly inhibitors; P. falciparum luciferase reporter growth, 96 h; also: potency is read from the fitted curve at half-maximal effect; % is scaled to controls: 0 for no effect and ±100 for the full control effect
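Erythrocytes infected with luciferase-expressing P. falciparum were dispensed at 2% hematocrit and 0.05% parasitemia (final), then incubated with compounds 96 hours at 37 C in 5% CO2. Luminescence after detection reagent addition reported growth.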
TbPYK inhibitor: T. brucei pyruvate kinase inhibition; Potency, µM (top dose mostly 76.8 µM), inactives show top-dose activity, negative = inhibition, hits mostly inhibitors; Q57TT1; TbPYK enzyme, Kinase-Glo Plus ATP luminescence, 45 min; AID 624173; hit rate 0.12% among 410,000; also: potency is read from the fitted curve at half-maximal effect; % is scaled to controls: 0 for no effect and ±100 for the full control effect; nearly all actives have a fitted effect of over 50% in size
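T. brucei PYK with substrate was exposed to pin-transferred compounds across a concentration series, then started with 130 uM ADP (final). After 45 min at room temperature, Kinase-Glo Plus luminescence was read, normalized and curve-fitted.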
LmPK inh: LmPK (Leishmania mexicana) enzyme inhibition; hit rate 0.37% among 290,000; Q27686; AID 1721; Potency, µM (highest dose often 57.5 µM), without a hit: at the top dose activity change, negative = inhibition, actives largely listed as inhibitors; purified LmPK, Kinase-Glo ATP luminescence, 1 h; also: potency is read from the fitted curve at half-maximal effect; % is scaled to controls: 0 for no effect and ±100 for the full control effect
Target sequence (Q27686 whole entry, looked up): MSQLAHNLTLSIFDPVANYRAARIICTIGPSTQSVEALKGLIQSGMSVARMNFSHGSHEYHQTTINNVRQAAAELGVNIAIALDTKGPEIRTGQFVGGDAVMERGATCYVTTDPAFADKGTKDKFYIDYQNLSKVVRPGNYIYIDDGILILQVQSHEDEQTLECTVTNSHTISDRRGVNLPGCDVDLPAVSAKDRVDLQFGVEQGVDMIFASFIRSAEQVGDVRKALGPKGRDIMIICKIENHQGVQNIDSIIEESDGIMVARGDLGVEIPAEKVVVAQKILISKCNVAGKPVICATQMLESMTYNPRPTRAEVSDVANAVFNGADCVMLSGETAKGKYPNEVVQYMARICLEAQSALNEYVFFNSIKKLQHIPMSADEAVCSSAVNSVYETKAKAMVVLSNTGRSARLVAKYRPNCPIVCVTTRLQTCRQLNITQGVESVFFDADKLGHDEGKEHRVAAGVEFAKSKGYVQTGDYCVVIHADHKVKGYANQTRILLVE
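In 50 mM imidazole pH 7.2 with 7 mM MgCl2, LmPK (0.1 nM) turned over PEP (0.5 mM) and ADP (0.1 mM) for 1 h at room temperature. Luciferase read-out of ATP.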
An asterisk follows results filed as active; ? = inconclusive; / = no result given; & = joins results of further samples; [ ] = dose if it differs, or a comment. Unless noted, calls follow the shape of the dose curve; as a rule, active = well fitted curve in the direction sought with a large enough effect; inconclusive = small, poorly fitted or top-dose-only effect, or another doubt; inactive = no such curve, though single readings can be large; an effect the other way counts as inactive or inconclusive.

| mol | LmPK inh | HCV inhibitor | Pf growth 96h | TbPYK inhibitor | CHX counter | Shiga inhibitor | Pf growth 48h |
| --- | --- | --- | --- | --- | --- | --- | --- |
| CC1COC(Cn2c3ccccc3c3ccccc32)O1 (configuration not stated) | 4% | -26% | -6% | -1% | -1 | 27 | 4% |
| C/C(=N\NC(=O)COc1ccc(C)cc1Br)c1cc([N+](=O)[O-])cs1 | 1% | 8.9µM* | ? | -2% | 9 | -3 | ? |
| Cc1ccc(CSCCNC(=O)/C=C/c2ccccc2Cl)cc1 | 2% | -5% | -5% | 4% | 32* | 6 | ? |
| CCOC(=O)C1=C(C)NC(=O)CC1c1ccccc1OC (configuration not stated) | -1% | -5% | 22% | 3% | 1 | -9 | -13% |
| CCc1nc(CNC(=O)C2CCC(=O)N(Cc3cccc(OC)c3)C2)no1 (configuration not stated) | 4% | 18% | -14% | 4% | 2 | -6 | 15% |
| Cc1cc(C)nc(CCNC(=O)c2cc(COc3c(F)cccc3F)on2)n1 | -8% | 1% | ? | 0% | 1 | -6 | ? |
| COc1ccc(NC(=S)NC(NC(=O)/C=C/c2ccccc2)C(Cl)(Cl)Cl)cc1 (configuration not stated) | 5% | -17% | 2.3µM* | 4% | -3 | -10 | ? |
| Cc1c(CC(=O)NCC(C)C)c(=O)oc2cc3c(cc12)CCC(C)(C)O3 | -6% | ? | 6% | -6% | 23* | 41* | ? |
| Cc1ccc(C2CC(c3cccc(Br)c3)n3nc(N)nc3N2)cc1 (configuration not stated) | 5% | -12% | 12% | -2% | -4 | -2 | 7% |
| O=C(CN1CCC(O)(c2ccc3c(c2)OCO3)CC1)N1CCOCC1 | -2% | -3% | -7% | -6% | -5 | -24 | / |
| COc1cc(/C=N/Nc2ccc(Cl)c(C(=O)O)c2)ccc1OCC(=O)N1C(C)CCCC1C (configuration not stated) | 2% | 7% | ? | -1% | 18 | 59* | -8% |
| CCn1cc(C(=O)NCc2ccccc2F)c(=O)c2ccc(C)nc21 | -11% | ? | ? | 0% | 7 | -5 | 1% |
| O=C1C(CCC(O)c2ccc(F)cc2)C(c2ccc(O)cc2)N1c1ccc(F)cc1 (configuration not stated) | / | / | -2% | 0%&-7% | / | / | -8% |
| CCn1c(SCc2ccc(F)cc2)nnc1-c1nn(-c2ccccc2)ccc1=O | -4% | 2% | 5.2µM* | -6% | -3 | -15 | ? |
| O=C(c1cccc(NC2=NC3CS(=O)(=O)CC3S2)c1)N1CCN(c2cccc(Cl)c2)CC1 (configuration not stated) | 0% | 14% | -5% | -3% | -2 | 2 | -12% |
| COc1ccccc1N1N=C(C(=O)c2ccccc2)C2C(=O)N(c3ccc(Br)cc3)C(=O)C21 (configuration not stated) | -18% | 11% | -26% | -1% | 0 | -3 | ? |
| C#CCOc1ccc(/C=C2/C(=O)ON=C2C)cc1OCC | -1% | -1% | -8% | 1% | 4 | 14 | 13% |
| CN(C(=O)CSc1nc(-c2ccccc2)c(-c2ccccc2)o1)C1CCS(=O)(=O)C1 (configuration not stated) | 9% | ? | ? | -6% | -4 | 2 | 0% |
| CCCCCC(=O)N1CCN(CCN=CC2=C(O)CC(c3ccc(OC)cc3)CC2=O)CC1 (configuration not stated) | 2% | 1%&-7% | / | -8%&2% | -4 | -25 | ? |
| O=C(O)CCCNC(=O)/C(=C\C=C\c1ccccc1)NC(=O)c1ccccc1Cl | 3% | -11% | 475%[activator] | -4% | -2 | -8 | 37%[activator] |
| CN(C)CCCN(C(=O)c1ccc(S(=O)(=O)N2CCCCCC2)cc1)c1nc2ccc(Br)cc2s1 | 5% | ? | 0% | 4% | 12* | 1 | ? |
| O=C(CCS(=O)(=O)Cc1ccccc1F)NCc1ccccc1Cl | -1% | 6% | -12% | -1% | 2 | -12 | 20% |
| Cn1c(NCCCO)nc2c1c(=O)n(Cc1ccccc1F)c(=O)n2C | -1% | 21% | -14% | -10% | -3 | -1 | -9% |
| O=C(c1cc(S(=O)(=O)N2CCCCC2)ccc1F)N1CCC2(CC1)OCCO2 | 0% | -2% | / | 13% | -2 | -5 | 30% |
| Cc1cc2cc(CN(CC3CCCO3)C(=S)Nc3ccccc3)c(=O)[nH]c2cc1C (configuration not stated) | 0% | ? | 9% | -3% | -2 | -20 | 12µM* |

In the list so far, 2 contain an aryl thioether with sulfur outside any ring.
| mol | LmPK inh | HCV inhibitor | Pf growth 96h | TbPYK inhibitor | CHX counter | Shiga inhibitor | Pf growth 48h |
| --- | --- | --- | --- | --- | --- | --- | --- |
| CCn1c(SCc2ccc(F)cc2)nnc1-c1nn(-c2ccccc2)ccc1=O | -4% | 2% | 5.2µM* | -6% | -3 | -15 | ? |
| CN(C(=O)CSc1nc(-c2ccccc2)c(-c2ccccc2)o1)C1CCS(=O)(=O)C1 (configuration not stated) | 9% | ? | ? | -6% | -4 | 2 | 0% |

The main list resumes, starting 2 compounds before the break.
| mol | LmPK inh | HCV inhibitor | Pf growth 96h | TbPYK inhibitor | CHX counter | Shiga inhibitor | Pf growth 48h |
| --- | --- | --- | --- | --- | --- | --- | --- |
| O=C(c1cc(S(=O)(=O)N2CCCCC2)ccc1F)N1CCC2(CC1)OCCO2 | 0% | -2% | / | 13% | -2 | -5 | 30% |
| Cc1cc2cc(CN(CC3CCCO3)C(=S)Nc3ccccc3)c(=O)[nH]c2cc1C (configuration not stated) | 0% | ? | 9% | -3% | -2 | -20 | 12µM* |
| Cc1cccc(N(Cc2ccc(Cl)cc2)S(C)(=O)=O)c1 | 0% | 11% | 2% | 22% | -3 | -14 | 0% |
| COc1ccc(CSc2nc3ccccc3[nH]2)cc1 | 16µM* | ? | / | -10% | 35* | 74* | 374%[activator] |
| CN(Cc1ccccc1)Cc1nc2c([nH]1)c(=O)n(C)c(=O)n2C | 1% | 3% | 10µM* | -2% | -3 | -5 | ? |
| CC(C)(C)c1cc(C(=O)N/N=C/c2ccncc2)n[nH]1 | -12% | 17% | -15% | -10% | -2 | -19 | 0% |
| CNC(C(=O)c1ccccc1)C(OC)c1ccccc1 (configuration not stated) | -9% | 7% | / | 4% | 8 | 1 | -1% |
| CCn1ccc(C(=O)Nc2ncc(C)s2)n1 | -24% | 0% | -15% | -3% | 28* | 57* | 24% |
| S=C(NCc1ccccc1)N1CCN(C(=S)NCc2ccccc2)CC1 | / | -10% | 61%[activator] | -15% | / | / | 45%[activator] |
| O=C(CN1CCN(S(=O)(=O)c2ccccc2)CC1)Nc1ccc([N+](=O)[O-])cc1 | 3% | ? | ? | -3% | -2 | -18 | ? |
| c1ccc(Cn2c(-c3cccs3)nc3nc4ccccc4nc32)cc1 | 3% | / | -1% | / | 7 | 17 | ? |
| CCOC(=O)c1c(C)[nH]c(C2=NNC(=Nc3cccc(Cl)c3)SC2)c1C | -1% | ? | 2.1µM* | / | -3 | 4 | 2.1µM* |
| O=C1Nc2ccc(Cl)cc2C(C#CC2CC2)(C(F)(F)F)O1 (configuration not stated) | 0% | ? | ? | -4%&-7% | -3&-6 | 6&-10 | ? |
| Cc1nnc(-c2cccc(Br)c2)c2cn(-c3ccc(Br)cc3)nc12 | 0% | 11µM* | 2.6µM* | 4% | -6 | -20 | ? |
| N#Cc1c(N)nc2c(c1N)CC(=O)N2c1ccccc1-c1ccccc1 | 6% | -15% | 4% | 0% | -3 | -14 | ? |
| COc1ccc(NC(=O)c2cc(-c3ccc(OC)c(OC)c3)nc3ccccc23)c(OC)c1 | 0% | ? | 10µM* | 0% | -3 | -5 | ? |
| COc1ccc(/C=C/C(=O)Nc2nc(C)c(C(=O)N(C)C)s2)cc1OC | 1% | -20% | 126%[activator] | 2% | 1 | -12 | 10% |
| Cc1ccc(C(=O)c2cc3ccccc3o2)cc1C | -5% | -22% | 159%[activator] | -15% | 39* | 59* | / |
| Cc1nc2c(-c3ccc(F)cc3)c(C)[nH]n2c(=O)c1Cl | -5% | 7% | 5% | -3% | -3 | -6 | -2% |
| O=C(Cc1ccc(Cl)c(Cl)c1)NCC1(N2CCOCC2)CCCCC1 | 16% | -15% | -18% | -1% | -2 | -7 | 0% |
| Cc1cc(C)cc(NC(=O)CSc2nc(=O)n(CCN3CCOCC3)c3c2CCCC3)c1 | / | 4% | 23% | -1% | / | / | -6% |
| FC(F)(F)c1ccc(-n2ccnc2)nc1 | -4% | 15% | 10% | -5% | -3 | -14 | 6% |
| COc1ccccc1C(=O)NC(=O)COC(=O)CCNS(=O)(=O)c1ccccc1 | / | 0% | 37%[activator] | 1% | / | / | 18% |
| COc1ccccc1N(C)C(=O)c1cc(S(=O)(=O)N2CCc3ccccc32)cn1C | -6% | 13% | 0% | 3% | 1 | 8 | 12µM* |
| O=C(N/C(=C/c1cccc([N+](=O)[O-])c1)C(=O)N1CCCCC1)c1cccs1 | 1% | -4% | ? | 1% | -4 | 10 | -10% |
| COCCn1c(N)c(N(Cc2ccccc2)C(=O)C2=COCCO2)c(=O)[nH]c1=O | 0% | 24% | -14% | -10% | -1 | -5 | 110%[activator] |
| Nc1nc2c(s1)COc1ccccc1-2 | 4% | -8% | 31%[activator] | -18% | 14* | 42 | 42%[activator] |

Next results follow.
| mol | LmPK inh | HCV inhibitor | Pf growth 96h | TbPYK inhibitor | CHX counter | Shiga inhibitor | Pf growth 48h |
| --- | --- | --- | --- | --- | --- | --- | --- |
| Cn1c(=O)cc(OCCCC(=O)NCc2ccco2)c2ccccc21 | -1% | -6% | 12µM* | 1% | 4 | 12 | -2% |
| CC(C)CN1CCN(Cc2cccc3cccnc23)CC1CCO (configuration not stated) | 6% | -29% | 78%[activator] | -6% | 4 | 1 | 23% |
| CC1=C(C#N)C(=O)N(C2CCS(=O)(=O)C2)C(=O)/C1=C\c1ccco1 (configuration not stated) | ? | / | 9% | / | -3 | -9 | 5% |
| COc1cc(/C=C2\SC(=S)N(Nc3ncc(C(F)(F)F)cc3Cl)C2=O)cc(OC)c1OC | 0% | ? | ? | ? | -2 | 6 | 4% |
| CC1Cc2nc(SCC(=O)N3CCc4ccccc43)n(C)c(=O)c2S1 (configuration not stated) | 2% | -23% | ? | 4% | -5 | 12 | 32%[activator] |
| COc1ccc(NC(=O)c2c(C(F)(F)F)nn(C)c2Cl)cc1 | -2% | -29% | 15% | 2% | 1 | 11 | -5% |
| CCC(C)C(NC(=O)C1CCC(C)CC1)C(=O)NC(C(=O)OC)C(C)C (configuration not stated) | 2% | 6% | -15% | 1% | -4 | -9 | 12% |
| COc1ccc(CCN=C(N)NS(=O)(=O)c2ccccc2)cc1OC | 0% | -12% | 4% | 3% | -1 | -7 | 2% |
| CCCCOC(=O)C1[C@H]2C(=O)N(Cc3cccs3)C[C@]23C=C[C@H]1O3 (some centres not stated) | 11% | -29% | 5.2µM* | -1% | 2 | -13 | / |
| CCc1c(C)c2c(C)nn(-c3ccccc3)c2oc1=O | -3% | ? | 0% | 5% | -2 | 14 | 8% |
| CCCOc1ccc(C(=O)CCC(=O)NNC(=O)c2ccncc2)cc1 | 2% | -16% | 21% | -8% | -1 | -5 | 2% |
| O=C(CC(=O)N/N=C/c1ccc(C(=O)O)cc1)NCCc1ccccc1 | -4% | 4% | 12% | 1% | -1 | -13 | -6% |
| O=C(Nc1ccc(Cl)c(S(=O)(=O)N2CCCCC2)c1)c1cnccn1 | / | -8% | ? | -11% | / | / | ? |
| Cn1c(=O)c2c(nc(NCCCN3CCOCC3)n2Cc2cccc(Cl)c2)n(C)c1=O | -2% | 11% | / | 2% | -1 | -11 | ? |

Source: PubChem BioAssay
